All columns: NCI-60 one-dose screen, growth in % after 48 h at 10 µM unless noted; 100 = growth as untreated, 0 = no growth, -100 = all killed.
HL-60(TB): HL-60(TB) leukemia cells; 78,000 tested, 9% active; AID 1794776; active = growth percent below 10
The depositor's hits bear a star; & = joins results of further samples; [ ] = dose if it differs, or a comment.

item | smiles | HL-60(TB)
1 | COC(=O)Cn1c(=O)c2cc(OC)c(OC)cc2c2cnc3[nH]ccc3c21 | 95.8
2 | COc1ccc(/C=C/C(=O)c2ccc(NC(=O)CSc3nnc(-c4cc(-c5ccc(S(N)(=O)=O)cc5)nc5ccccc45)n3-c3ccccc3)cc2)cc1 | 93.5
3 | CCCN1CC=C(NC(=O)CN2CCN(c3cc4c(cc3F)c(=O)c(C(=O)O)cn4C3CC3)CC2)NC1=O | 100.3
4 | CCOC(=O)c1sc(NN=C(c2ccccc2)c2ccccc2)nc1C | 62.8
5 | NNC(=O)c1ccc(Nc2ncnc3c2cnn3-c2cccc(Br)c2)cc1 | 99.3
6 | O=C(c1cccnc1)N1CCOCC1 | 97.9
7 | COc1ccc(-c2ccccc2)cc1-c1c(Nc2cc(Cl)cc(Cl)c2O)c(=O)c1=O | -29.8*
8 | Nc1nc(-c2ccccc2)c(N=Nc2ccc(Cl)cc2)s1 | 97.5
9 | Cc1ccc(C=C2C(Cl)=C(Cl)C(Cl)=C2Cl)cc1 | 7.7*
10 | N#CC(C#N)C(C#N)C#N | 98.6
11 | Brc1ccc(C=Nc2ccc(Nc3ncnc4sc5c(c34)CCN(Cc3ccccc3)C5)cc2)cc1 | 87.6
12 | NCc1ccccc1CC(=O)NC1C(=O)N2C(C(=O)O)=C(CSc3nnnn3CC(=O)O)CSC12 (stereo not drawn) | 106.4
13 | Cc1ccc(S(=O)(=O)Nn2c(N)c(C#N)cc(-c3nc4ccccc4s3)c2=O)cc1 | 99.4
14 | COc1ccc(CC(C(=O)O)c2ccccc2)cc1 (stereo not drawn) | 100.5
15 | Cn1cc(-c2nc(-c3cn(C)c4c(Cl)nccc34)cs2)c2cc(Br)ccc21 | 100.9
16 | CCN(c1ccc(C(=O)O)cn1)c1cc2c(cc1C)C(C)(C)CCC2(C)C | 81.8
17 | COc1cc2c(cc1OC)C(=O)CCC2 | 113.2
18 | CC(=O)Nc1ccc(Oc2ncnc3sc(C)c(C)c23)c(CN2CCCCC2)c1 | 100.0
19 | CC1COC(=O)C1 (stereo not drawn) | 105.2
20 | COc1ccc([N+](=O)[O-])cc1C(=O)Nc1cccc(C2CC(=O)c3c(cc(OC)c(OC)c3OC)O2)c1 (stereo not drawn) | 81.3

Following part
item | smiles | HL-60(TB)
21 | CCOP(=O)(OCC)c1nc(CNC(=O)/C(=C\c2ccccc2)NC(=O)c2ccccc2)oc1N1CCCCC1 | 98.4
22 | O=C1OC(c2ccccc2)(c2ccccc2)c2ccsc21 | 86.6
23 | COc1ccc(-c2nc(Nc3cc(C)[nH]n3)c3ccccc3n2)cc1 | 41.4
24 | CCC(C)c1ccccc1OCC(C)OC(=O)C(C)C (stereo not drawn) | 118.1
25 | O=C1NC(=O)c2c1c1c3ccccc3ccc1c1[nH]c3ccc(Br)cc3c21 | 18.7
26 | Cc1ccc(C2CC(c3ccc(S(=O)(=O)NCCNc4nc(N(C)C)nc(N5CCOCC5)n4)cc3)=Nc3c(N)nc(N)nc3N2)cc1 (stereo not drawn) | 35.8
27 | CC(C)(Sc1cc(C(C)(C)C)c(O)c(C(C)(C)C)c1)Sc1cc(C(C)(C)C)c(OC(=O)CCCC(=O)O)c(C(C)(C)C)c1 | 67.6
28 | Cc1cc(C)c(-n2cnc3c(=O)[nH]c(N)nc32)cc1C | 116.5
29 | COc1ccc(C(=O)C[n+]2ccncc2)cc1 | 99.6
30 | Nc1nc2c(c3ncccc13)C(c1ccc(Cl)c(Cl)c1)Cc1ncccc1-2 (stereo not drawn) | -7.1*
31 | CS(=O)(=O)c1cnnc2ccccc12 | 90.6
32 | O=c1[nH]c2[nH]c(S(=O)(=O)O)nc(=S)c2[nH]1 | 82.6
33 | COc1cc2c(=O)n(CC3CCCCC3)c3c4cc[nH]c4ncc3c2cc1OC | 42.9
34 | O=C(NCc1ccc2c(c1)OCO2)c1cccc(Nc2cnccn2)c1 | 96.0
35 | CC(=O)Nc1cc(Cl)ccc1O | 99.7
36 | Clc1cccc(Nc2ncnc3ccc(-c4cncc(-c5nn[nH]n5)c4)cc23)c1 | 92.3
37 | CC1c2ccccc2N(S(=O)(=O)c2ccccc2)C1C (stereo not drawn) | 67.6
38 | CS(=O)(=O)NCCNc1cc(-c2ccc(C(F)(F)F)cc2)c(C#N)c2nc3ccccc3n12 | 79.3
39 | CN(C)c1ccc([C@@H](C(=O)Nc2cccc([N+](=O)[O-])c2)N(C(=O)c2cc3ccccc3[nH]2)c2cccc([N+](=O)[O-])c2)cc1 | 97.8
40 | CCCC(=O)Oc1ccc(C2(c3ccc(OC(=O)CCC)cc3)OC(=O)c3ccccc32)cc1 | 99.5

Further structures follow:
item | smiles | HL-60(TB)
41 | NC(=O)C(Cl)Cl | 80.8
42 | COc1cc(C=O)c([N+](=O)[O-])cc1O | 97.8
43 | C=C1C(=O)O[C@H]2[C@H]1CC/C(C=Nc1c(N)cc(C(F)(F)F)cc1Br)=C\CC[C@@]1(C)O[C@@H]21 | -13.1*
44 | ClC(Cn1ncc2c(Nc3cccc(Br)c3)nc(SCCN3CCOCC3)nc21)c1ccc(Br)cc1 (stereo not drawn) | -31.9*
45 | CCOC(=O)c1c(C)nc2c(c1N)/C(=C/c1cccs1)C(=O)N2Cc1ccccc1 | 60.4
46 | Cc1ccc(S(=O)(=O)NNC(=O)/C(=C\c2ccc(F)cc2)c2nc3ccccc3s2)cc1 | 86.6
47 | O=C(Oc1ccc[nH]c1=O)c1cc([N+](=O)[O-])cc([N+](=O)[O-])c1 | 75.7
48 | CC(=O)Oc1ccccc1C(=O)Nc1ccc(C(=O)/C=C/c2ccc(F)cc2)cc1 | 101.0
49 | C[C@]12CC[C@H]3[C@@H](CC[C@@H]4C[C@@H](O[C@@H]5O[C@H](CO)[C@@H](O)[C@H](O)[C@H]5O)CC[C@@]43C=O)[C@@]1(O)CC[C@@H]2c1ccc(=O)oc1 | 99.9
50 | COc1ccccc1P(c1ccccc1OC)c1ccccc1OC | 100.8
51 | FC(F)(F)c1cccc(-c2[nH]ncc2-c2nnnn2-c2ccccc2)c1 | 3.7*
52 | COc1cc(/C=C2\CCCC3=C2N=C2SC=NN2C3c2cc(OC)c(OC)c(OC)c2)cc(OC)c1OC (stereo not drawn) | -1.2*
53 | Clc1nc2ccccc2cc1Cn1nnc(SCc2ccccc2)n1 | 101.8
54 | CCCCCCCC/C=C\CCCCCCCC(=O)OCCCCCCCCCCCCCCCC | 90.5
55 | O=C(CSc1nc2ccccc2c(=O)n1C1CCCCC1)Nc1ccc(S(=O)(=O)Nc2ccc(Cl)nn2)cc1 | 97.0
56 | Cc1ccc(N(C(=O)CCc2c[nH]c3ccccc23)[C@H](C(=O)Nc2cccc([N+](=O)[O-])c2)c2ccc(N(C)C)cc2)cc1 | 26.2
57 | CCN(CC)c1ccc(N=C2C=CC(=O)C=C2NC(C)=O)cc1 | 55.3
58 | COc1ccc(/C=C/C(c2cc(OC)c(OC)c(OC)c2)n2ccnc2)cc1O (stereo not drawn) | -36.6*
59 | Cc1c(CC(=O)Nc2ccccc2)nnn1-c1ccccc1 | 99.3
60 | CCOC(=O)c1cc(=O)c2ccc(OCc3ccccc3)cc2o1 | 99.4

Carrying on.
item | smiles | HL-60(TB)
61 | FC(F)(F)c1cccc(-n2nnc3cnc(Nc4ccc(N5CCCCC5)cc4)nc32)c1 | 103.4
62 | O=C(CN1C(=O)/C(=C/c2cccs2)SC1=S)NCCc1c[nH]c2ccc(Cl)cc12 | 94.1
63 | CN1C(=O)/C(=C\c2ccccc2)c2ccccc21 | 107.0
64 | CCCOC(=O)Cc1ccc(OC)cc1 | 107.2
65 | COc1ccc(-c2cc(-c3ccc(Cl)cc3)c(C#N)c(=O)n2Cc2ccc(C(=O)O)cc2)cc1 | 92.1
66 | O=Cc1ccc(Oc2nc(N3CCOCC3)nc(N3CCOCC3)n2)cc1 | 95.8
67 | Nc1c[nH]c(=S)s1 | 102.3
68 | Cc1cc(=O)n2n1-c1ccc3ccccc3c1NC2c1ccccn1 (stereo not drawn) | 105.4
69 | CC(=O)COC(C)=O | 132.7
70 | Cc1ccccc1OCC(O)CN1CCCC1 (stereo not drawn) | 118.2
71 | O=C(NCc1ccc(Cl)cc1Cl)C1COC(=O)N1c1cccs1 (stereo not drawn) | 100.5
72 | COc1cnc2c(c1)C(=O)c1c-2n(CCCNCCO)c(=O)c2ccncc12 | 16.1
73 | c1cc(CSC2=NCCN2)ccc1CSC1=NCCN1 | 87.2
74 | NC1=Nc2ccccc2C(=O)N2CCC[C@@H]12 | 103.1
75 | Cc1ccc(C2=N[C@@H](C(C)OCc3ccccc3)C(=O)c3c(nc4ccccn34)N2)cc1 (stereo partly drawn) | 111.2
76 | COc1ccc(-c2nc(Nc3ccc(S(N)(=O)=O)cc3)c3ccccc3n2)cc1 | 77.9
77 | c1ccc(Nc2nn3c(-c4ccccc4)ccnc3c2-c2ccccc2)cc1 | 91.1
78 | CSc1ccc(C(=O)C[n+]2ccc3ccccc3c2)cc1 | 91.3
79 | C[N+](C)(C)CCC#CC[N+]1(C)CCCC1 | 93.5
80 | Cn1cc(-c2nc(-c3c[nH]c4ncccc34)cs2)c2cc(Cl)ccc21 | 55.8

(listing goes on)
item | smiles | HL-60(TB)
81 | Cc1noc2c(Cc3ccccc3)nn(CC(=O)N/N=C/c3ccc(Br)cc3)c(=O)c12 | 100.2
82 | N#CCCN1CCS(=O)(=O)C1=O | 78.9
83 | O=C(Nc1nc2ccc(S(=O)(=O)Nc3ccc(C4(C(F)(F)F)CC4)cc3)cc2[nH]1)c1cnccn1 | -12.2*
84 | COc1ccc(-c2oncc2-c2cc(OC)c3c(c2)OCO3)cc1 | -6.7*
85 | C=C1C(=O)O[C@H]2[C@H]1CC/C(COC(=O)n1ccnc1C)=C\CC[C@@]1(C)O[C@@H]21 | 83.2
86 | Cc1c(Cl)cccc1NC(=O)c1sc2nc3c(cc2c1N)CN(Cc1ccccc1)CC3 | -22.9*
87 | Cc1cc([N+](=O)[O-])ccc1N | 99.0&115.4
88 | CCN(CC)CCOC(=O)Nc1ccccc1 | 99.5
89 | CCOC(=O)C(=O)N(N)C1=NN=C2N=C(C)C=C(c3ccccc3)N2N1 | 101.6
90 | O=c1nc2c(-c3nc4ccccc4s3)n[nH]n2c2ccsc12 | 94.0
91 | C#CCn1cnc2cnc(Nc3cccc(NC(=O)C=C)c3)nc21 | 8.3*[6.25 µM]
92 | Cc1ccc(NS(=O)(=O)c2ccc(C)cc2)cc1 | 114.1&87.5
93 | CCOC(=O)c1sc(NC(=O)NC2CCCCC2)nc1C | 110.1
94 | CN1CCN(C(=O)OCc2nc3nc(Cl)nc(N4CCOCC4)c3[nH]2)CC1 | 98.0
95 | C#C[C@]1(O)CCC2C3CCC4=CC(=O)CC[C@@H]4C3CC[C@@]21C (stereo partly drawn) | 89.3
96 | Fc1ccc(-c2nc(-c3ccc(Cl)cc3)cn3ccnc23)cc1 | 116.1
97 | OC(c1ccccc1)C(NC(Cc1ccccc1)c1ccccc1)c1ccccc1 (stereo not drawn) | 111.7
98 | CC(=O)c1ccc(OCC(=O)Nc2nc(-c3ccccc3)cs2)cc1 | 101.8
99 | CCCCCCCS(=O)(=O)N1CCCC(C(=O)Nc2nc3ccc(NC(=O)c4ccc(F)c(OC)c4F)cc3s2)C1 (stereo not drawn) | 66.7
100 | CCN1CCN(CCOc2ccc(CNc3ccc4nc(CCC5CCCCC5)[nH]c4c3)cc2)CC1 | -12.7*

(list continues)
item | smiles | HL-60(TB)
101 | CCCCC(=O)OC(C)COc1ccccc1C(C)CC (stereo not drawn) | 107.2
102 | CC1(c2ccccc2)NC(=O)N(NC(=O)CSc2nc(-c3cccs3)nc3ccccc23)C1=O (stereo not drawn) | 91.6
103 | CN1C(=O)N(C)C2C1NN=c1s/c(=C\c3ccc(Cl)cc3Cl)c(=O)n12 (stereo not drawn) | -26.9*
104 | COc1ccccc1/C=N\N=C(N/N=C/c1ccccc1OC)N/N=C/c1ccccc1OC | 41.7&31.3
105 | COc1cc(N)ccc1Nc1c2ccccc2nc2ccccc12 | 48.2
106 | Cc1ccc(C(=O)/C=C\c2cccc(C)c2)cc1 | 95.8
107 | C#CC(OC(=O)NC1CCCCC1)(c1ccccc1)c1ccccc1 | 70.9
108 | COc1cc(/C=C/C(=O)c2cnn(-c3cc(=O)[nH]c4ccc(Br)cc34)c2C)cc(OC)c1OC | -19.6*
109 | CC(C)Nc1nc2c(c(=O)n(C)c(=O)n2C)n1C | 96.9
110 | c1ccc(-c2ccc3ccccc3c2)cc1 | 109.2
111 | c1ccc(N2C3C4CC(C5CCCC54)C32)cc1 (stereo not drawn) | 114.1
112 | COc1cc2c(c(OC)c1OC)CCC(c1cccc(C(=O)NC(C)C)c1)O2 (stereo not drawn) | 96.4
113 | CC(C)c1ccc2c(c1)C[C@@H](O)[C@@H]1C(C)(C)CCC[C@@]21C | 99.3
114 | COc1ccc(Cn2c(SC)nc(=O)n(Cc3ccc(OC)cc3)c2=O)cc1 | 94.3
115 | Cc1cccc2sc(/N=C(\N)C(Cl)(Cl)Cl)nc12 | 103.0
116 | CCOC(=O)c1c(C(F)(F)F)n([O-])c2ccc(Cl)cc2[n+]1=O | -65.2*
117 | CC1(C)c2ccccc2-c2nc3ccccc3cc2C1O (stereo not drawn) | 141.4
118 | CC(=O)Nc1ccc(-n2cnc3cc(-c4ccc(OCCN5CCCCC5)cc4)ccc32)cc1 | 98.3
119 | CCCCCCn1c(=O)c2c(nc(NCCc3ccc(OC)c(OC)c3)n2C)n(C)c1=O | 97.8
120 | COc1ccc(S(=O)(=O)NC2C(O)C3(C)c4ccccc4C2(C)c2ccccc23)cc1 (stereo not drawn) | 104.3
121 | Clc1c(Cl)[n+](Cc2ccc3ccccc3c2)cn1Cc1ccc2ccccc2c1 | -54.7*
122 | O=C(CCN1CCCC1)c1ccccc1 | 90.6
123 | N#CC(C#N)=Cc1ccc(C=C(C#N)C#N)cc1 | 99.7

Bioassay records: PubChem BioAssay, NCI

This is a subset. The share of hits here may be higher or lower than overall.
